PP5 primary = inhibitors of human protein phosphatase 5 (PP5). P53041. purified PP5c, OMFP substrate fluorescence. inhibition, % at 6.7 µM. 320,000 tested, 0.18% active. AID 1987;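 active = inhibition above the campaign's mean inhibition across all tested compounds plus 3 SD, cut at about 9.5% in these data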;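 also: 0% = DMSO only and 100% = 100 µM cantharidin control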
GASC-1 inh = blocks human GASC-1 demethylase activity; Q9H3R0; GST-JMJD2C(1-420) H3K9me3 demethylation, DELFIA europium; inhibition, % at 2.35 µM; 330,000 tested, 0.069% active;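 active = more than half of a compound's replicate wells show inhibition beyond 50%, single wells judged on their own value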;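 also: signal counts dimethyl H3K9 product captured on neutravidin plate; 0% = median of DMSO wells and 100% = 0.3 times that DMSO median; strong numbers were not always called active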
Target sequence (Q9H3R0 1-420 limits assumed): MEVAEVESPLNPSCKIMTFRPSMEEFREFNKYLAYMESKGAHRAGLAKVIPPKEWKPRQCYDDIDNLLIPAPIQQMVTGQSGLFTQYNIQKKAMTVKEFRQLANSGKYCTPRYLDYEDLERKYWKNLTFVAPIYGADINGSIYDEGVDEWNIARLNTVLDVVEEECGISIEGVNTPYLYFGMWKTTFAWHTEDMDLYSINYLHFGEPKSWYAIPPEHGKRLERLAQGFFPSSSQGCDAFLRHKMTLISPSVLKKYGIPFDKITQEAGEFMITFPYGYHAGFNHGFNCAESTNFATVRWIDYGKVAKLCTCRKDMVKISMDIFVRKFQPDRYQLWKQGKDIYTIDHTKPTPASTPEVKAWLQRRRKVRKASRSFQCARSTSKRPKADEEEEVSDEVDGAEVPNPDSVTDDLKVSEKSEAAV
GRK2 inh = human GRK2 inhibition via aptamer displacement | P25098 | bead flow cytometry, FAM-aptamer displacement from GRK2 | inhibition of aptamer binding, % at 10 µM | 330,000 tested, 0.59% active | AID 488847;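 active = inhibition of aptamer binding above 40%, roughly 3 SD of noise, on plates passing a quality check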;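 also: median bead fluorescence of bound FAM aptamer so fluorescent compounds give negative values; no value below 0 was filed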
HCV core dimer = blocks dimerization of HCV core protein; TR-FRET GST/Flag-core106 dimerization, 1536-well; AID 1899; 300,000 tested, 0.33% active; inhibition, % at 5 µM;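 active = inhibition above the mean of all tested compounds plus 3 SD, set per screening campaign, cut at about 45% in these data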
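Test system: GST/Flag-tagged HCV core106 proteins; Medium: KF-containing HEPES buffer, pH 7.45, DTT, CHAPS, BSA; Times: compound-protein-antibody incubation 4 h at 22.5 °C; Detection: TR-FRET 671 and 617 nm emission; Benchmarks: wells lacking GST-core106 and wells with excess unlabelled core106.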
CTSL1 counter = counter-screen for PFM18AAP inhibitors: inhibitors of F. hepatica cathepsin L1; recombinant F. hepatica cathepsin L1, Z-Leu-Arg-MCA fluorescence; inhibition, % at 5.96 µM; 300,000 tested, 0.49% active; AID 1906;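 active = inhibition above the mean of all tested compounds plus 3 SD, set per screening campaign, cut at about 17% in these data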;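 also: 0% = plate median of test compound wells and 100% = 1 µM Z-Phe-Ala-diazomethylketone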
procasp7 counter = counter-screen for procaspase-3 activators: activators of human procaspase-7; AID 463210; P55210; recombinant procaspase-7, Ac-DEVD-pNA absorbance 405 nm; D23A/D198A/D206A triple mutant, cannot self-cleave; scale: DMSO 0, 5 µM enzyme 100; activation, % at 8.5 µM; 330,000 tested, 0.093% active;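 active = percent activation above the screen-wide mean plus 3 SD, cut at about 25% in these data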
Target sequence (P55210 whole entry D23A/D198A/D206A): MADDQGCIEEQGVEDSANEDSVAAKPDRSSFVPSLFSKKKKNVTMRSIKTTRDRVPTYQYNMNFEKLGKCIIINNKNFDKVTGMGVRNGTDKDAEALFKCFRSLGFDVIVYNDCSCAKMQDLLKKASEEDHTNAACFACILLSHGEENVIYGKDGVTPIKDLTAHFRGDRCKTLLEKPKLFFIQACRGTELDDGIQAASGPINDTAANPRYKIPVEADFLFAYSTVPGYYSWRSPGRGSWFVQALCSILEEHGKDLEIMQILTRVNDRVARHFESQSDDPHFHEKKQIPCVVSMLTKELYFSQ
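Test system: Procaspase-7 triple mutant (PC-7 D3A). Also added: Ac-DEVD-pNA substrate, 400 µM as added. Schedule: 1 h enzyme–compound preincubation and 2 h substrate reaction, both 25 °C. Signal: p-Nitroaniline absorbance at 405 nm, read at 0 and 120 min. Control set: low DMSO alone, high DMSO plus 5 µM PC-7.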
VLA-4 inh = inhibition in a human VLA-4 binding assay. 330,000 tested, 0.2% active. P13612. VLA-4 expressing cells, ligand binding flow cytometry. inhibition, % (about 7 µM as worked out from the volumes in the protocol); in the data active = inhibition above about 50%
PP1 inh = PP1-alpha (human) inhibition in PP5 counter-screen; inhibition, % at 6.7 µM; purified PP1alpha, OMFP fluorescence; 320,000 tested, 0.9% active;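 active = inhibition above the mean inhibition of all tested compounds plus 3 SD, computed separately for each screening campaign, cut at about 15% in these data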
procasp3 activ = activators of human procaspase-3 | recombinant procaspase-3 D3A, Ac-DEVD-pNA absorbance 405 nm | AID 463141 | 330,000 tested, 0.11% active | P42574 | activation, % at 8.5 µM;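 active = activation above the mean of all tested compounds plus 3 SD, cut at about 21% in these data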;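 also: 0% = DMSO alone and 100% = DMSO wells spiked with extra 5 µM PC-3 D3A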
Target sequence (P42574 whole entry D9A/D28A/D175A): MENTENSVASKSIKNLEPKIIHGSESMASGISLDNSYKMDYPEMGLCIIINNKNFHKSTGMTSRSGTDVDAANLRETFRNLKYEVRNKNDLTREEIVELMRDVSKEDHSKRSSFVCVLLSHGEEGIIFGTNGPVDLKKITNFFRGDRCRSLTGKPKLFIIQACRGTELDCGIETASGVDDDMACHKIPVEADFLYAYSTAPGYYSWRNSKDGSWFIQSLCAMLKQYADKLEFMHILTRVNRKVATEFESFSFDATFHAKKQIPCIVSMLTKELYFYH
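Assay system: Autoprocessing-dead procaspase-3 D3A mutant enzyme; also added: Ac-DEVD-pNA; doses: one concentration, 8.5 µM nominal, 0.8% DMSO; times: 1 h compound preincubation, 2 h substrate hydrolysis at 25 °C; technique: 405 nm absorbance of p-nitroaniline, reads at 0 and 120 min; measure: % activation between DMSO and enzyme-spiked controls; repeats: single replicate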
* hit, by the source's call; nt = no result given; & = joins results of further samples.

SMILES,PP5 primary,GASC-1 inh,GRK2 inh,HCV core dimer,CTSL1 counter,procasp7 counter,VLA-4 inh,PP1 inh,procasp3 activ
COc1ccc(OCC(=O)NC(=S)Nc2ccccc2F)cc1,3.6,-9,1,4,0,-28,7,0,-11
Cc1ccc(Cl)cc1N1CCN(C(=O)c2ccc(NC3=NC4CS(=O)(=O)CC4S3)cc2)CC1 (centres undefined),4.8,-20,0,-5,-1,-2,-6,0,9
CCCCNC(=O)CCNS(=O)(=O)c1ccc(C)cc1,-2.8,2,2,1,1,7,11,-5,-2
NC(=O)C1CCCN(S(=O)(=O)c2ccccc2)C1 (centres undefined),-1.4,-6,0,-8,5,-2,4,-3,2
COC(=O)c1ccc(Nc2cc(C)nc3nc(C)nn23)cc1,2.4,1,0,-2,1,-6,26,-2,4
Cc1cccc(C)c1N(CC(O)Cn1c2ccccc2c2ccccc21)S(C)(=O)=O (centres undefined),3.7,-4,2,3,7,2,4,1,1
CCC(=O)NCCn1c(C)cc2ccccc21,0.1,7,23,7,-3,-7,-6,0,6
CCOC(=O)C1CCN(Cc2ccc(F)c(Br)c2)CC1,1.9,2,1,-3,3,9,8,0,6
CCN(CC)C(=O)Oc1ccc(Br)cc1C(=O)Nc1ccc(F)cc1F,2.9,14,2,2,-6,0,6,0,-9
COc1ccc(Sc2nnc(Cc3ccccc3)c3ccccc23)cc1,1.3,-4,4,6,-2,4,4,5,-1
COc1cccc(NC(=O)Cc2nc(-c3ccccc3)sc2-c2ccc(C)cc2)c1,2.7,-2,5,-46,-2,-8,-2,0,-1
Cn1c(=O)c2sccc2n2c(CCCC(=O)NCc3cccnc3)nnc12,-1.9,47,0,-3,1,15,1,-2,6
N#CC1=C(N)OC2=C(C(=O)CCC2)C1c1cc2c(cc1Cl)OCO2 (centres undefined),0.3,-8,1,1,1,-8,5,-8,-3
NS(=O)(=O)c1ccc(CCNC(=O)COc2ccc3c4c(c(=O)oc3c2)CCC4)cc1,-0.5,-2,2,-8,2,11,-3,2,8
COc1ccccc1N1CCN(C(=O)CSc2nnc(C)n2C2CC2)CC1,nt,9,0,nt,nt,6,-2,nt,-1
O=C1CC(c2cccc(Cl)c2)Cc2nc(N3CCN(c4ccccc4)CC3)ncc21 (centres undefined),1.6,3,0,4,-2,-1,23,0,-5

Pulled by structure from the list above, 2 records:
SMILES,PP5 primary,GASC-1 inh,GRK2 inh,HCV core dimer,CTSL1 counter,procasp7 counter,VLA-4 inh,PP1 inh,procasp3 activ
COc1ccc(Sc2nnc(Cc3ccccc3)c3ccccc23)cc1,1.3,-4,4,6,-2,4,4,5,-1
CCN(CC)C(=O)Oc1ccc(Br)cc1C(=O)Nc1ccc(F)cc1F,2.9,14,2,2,-6,0,6,0,-9

Additional results
SMILES,PP5 primary,GASC-1 inh,GRK2 inh,HCV core dimer,CTSL1 counter,procasp7 counter,VLA-4 inh,PP1 inh,procasp3 activ
Cc1ccc2nc(-c3ccc(N)cc3)sc2c1,0.2,-8,2,0,1,3,-14,-1,-1
CC(C)NC(=O)c1cccc(Br)c1,-0.3,3,0,-5,-3,3,5,1,-7
COc1ccc(-n2c(SCC(=O)NCC3CCCO3)nc3ccccc32)cc1 (centres undefined),-0.2,-2,0,4,4,11,10,-2,-4
CCCCC(=O)Nc1ccccc1Oc1ccccc1,-1.4,-5,0,5,5,8,6,-3,3
Cc1cc(C)c2nc(NNC(=O)c3cc(=O)c4ccccc4o3)sc2c1,0.5,3,0,2,4,-8,-57,6,-4
COc1ccc(OC)c(N(CC(=O)NC2CCCC2)S(=O)(=O)c2ccc(OC)c(OC)c2)c1,2.4,-26,4,-16,-3,3,-2,-4,11
CC(=O)NCc1ccc(S(=O)(=O)N/N=C/c2ccccc2)cc1,1.9,6,0,4,2,-5,-3,-4,-6
CCCCN(CC)C(=O)c1ccc2c(c1)OCO2,3.5,4,3,-5,1,-2,18,-1,10
C/C(=N\Nc1nc2ccccc2[nH]1)c1ccc(C)o1,-0.3,4,0,-17,1,1,-1,0,-7
CCOCCCNC(=O)/C=C1\Sc2ccccc2N(Cc2ccccc2F)C1=O,0.8,-1,4,3,-1,0,-2,0,-3
O=C(CCNC(=O)c1ccc(Cl)cc1)Nc1cccc(S(=O)(=O)N2CCCCC2)c1,1.9,3,7,nt,nt,13,0,0,3
COc1ccc(C(=O)/C(=C\N(C)C)n2nc(C)cc2C)cc1,-1.4,-14,4,4,3,2,-3,-1,5
Cc1nn(C(C)C(=O)Nc2sc3c(c2C#N)CCCC3)c(C)c1[N+](=O)[O-] (centres undefined),1.8,-3,1,2,-1,3,2,1,-2
FC(F)(F)c1ccccc1-n1c(CN2CCCCC2)n[nH]c1=S,-1.4,2,0,0,-3,-16,5,-2,-9
O=C(O)c1ccccc1Nc1ccccc1,1.8,nt,11,-7,3,-7,-18,1,9
O=C(CSc1nccn1-c1ccc(F)cc1)NCc1ccc(F)cc1,1.6,5,1,-2,-1,-2,6,2,-2
c1ccc2c(-c3nc(C4CCCCC4)no3)cc(-c3ccncc3)nc2c1,-0.4,23,1,12,1,0,-19,1,9
COc1ccc(-c2csc(N3CCN(C(=O)c4ccccc4)CC3)n2)cc1,1.2,-8,0,8,3,-1,0,2,-5
COc1cc(-c2nnc(COC(=O)C3c4ccccc4Oc4ccccc43)o2)cc(OC)c1OC,1.0,-21&11,1,10,1,4,7,-1,5
COC(=O)c1cc(N2CCNCC2)nc2ccccc12,-0.4,-8,0,3,0,-3,5,4,-1
Cc1cccc(-n2c(C)cc(C=C(C#N)C#N)c2C)c1,-1.9,-12,0,-1,2,2,4,-1,6
O=C(NCC(c1ccco1)N1CCCC1)c1cc(S(=O)(=O)N2CCOCC2)ccc1Cl (centres undefined),0.9,-5,1,nt,nt,-19,8,-4,10
CCn1c(CN2C(=O)CSc3ccccc32)n[nH]c1=S,0.1,-19,0,-9,4,-21,2,1,0
CC(=O)Oc1oc(-c2ccccc2)nc1C=Nc1ccc(N(C)C)cc1,0.6,13,0,2,18*,4,4,-4,-3

As entered above.
For PP5 primary, COc1ccc(-c2csc(N3CCN(C(=O)c4ccccc4)CC3)n2)cc1 is entered as 1.2
For PP1 inh, COc1cc(-c2nnc(COC(=O)C3c4ccccc4Oc4ccccc43)o2)cc(OC)c1OC is entered as -1

Next part
SMILES,PP5 primary,GASC-1 inh,GRK2 inh,HCV core dimer,CTSL1 counter,procasp7 counter,VLA-4 inh,PP1 inh,procasp3 activ
CCCCn1c(N)c(N(CCOC)C(=O)C2CCN(S(=O)(=O)c3ccc(C)cc3C)CC2)c(=O)[nH]c1=O,2.9,-4,3,2,4,5,1,-7,-7
COc1ccccc1-n1c(SCC(N)=O)nnc1-c1ccccc1,0.8,-11,1,1,-1,5,6,-3,-1
O=C(/C=C\Nc1cccc(F)c1)c1cccs1,4.3,6,0,-1,-1,2,-2,0,0
Cc1ccccc1NC(=O)CSc1nnc(Cc2ccccc2)o1,0.5,-15,0,-1,6,-5,-7,0,-4
O=C(CCl)Nc1cn(-c2ccccc2)nc1-c1ccc(F)cc1,-0.1,29,1,1,77*,-2,7,7,-1
C/C(=N\NC(=O)c1cc(-c2cccnc2)nc2ccccc12)c1ccccc1O,1.1,-35,0,-2,-3,-2,-38,-2,-16
Cc1ccc(OCC(O)Cn2c(N)nc3c2c(=O)n(C)c(=O)n3C)cc1 (centres undefined),-3.0,-18,0,-3,2,4,7,-1,9
O=C(Nc1cnccn1)c1ccncc1,-0.9,8,0,-3,-3,12,2,-3,-1
COc1ccc(S(=O)(=O)NCC(c2ccc3c(c2)OCO3)N2CCOCC2)cc1C (centres undefined),3.1,-3,1,-10,1,3,-10,-6,4
CN(C)S(=O)(=O)c1ccc(N2CCCC2)c(C(=O)Nc2nc(-c3ccc(F)c(F)c3)cs2)c1,3.9,-3,0,39,0,-2,6,-4,2
N#C/C(=N\Nc1cccc(F)c1)C(=O)C1CC1,-1.0,1,7,-2,0,-4,-1,3,9
O=C(NCc1cccnc1)c1ccc(COc2ccc(Cl)cc2Cl)o1,0.9,-1,2,2,-2,6,-5,1,5
CC1CCCCN1Cc1nc2c(c(=O)n(C)c(=O)n2C)n1Cc1c(F)cccc1Cl (centres undefined),-5.3,nt,5,-14,-9,-17,2,10,3
CC(C)N(C)CCOC(=O)c1ccc2c(c1)OCCO2,1.2,-19,0,-9,1,6,14,0,5
Cc1ccc(C(=O)N(CC(=O)NC2CCCC2)c2ccc3c(c2)OCCO3)s1,-2.2,-3,2,2,1,10,-6,-10,-1
CC(C)(C)c1ccc(OCC(=O)NCCN2CCOCC2)cc1,2.2,-26,1,6,-2,12,15,-1,5
Cc1ccccc1NC(=O)CN1C(=O)S/C(=C\c2ccc(-c3cccc(C(=O)O)c3C)o2)C1=O,-2.4,-6,7,-2,0,9,1,-3,-3
CCc1cccc(NC(=O)C2CCCC2)c1,2.1,30,0,-4,-3,2,-6,-4,-1
COc1ccc2cnn(CCOc3ccccc3)c(=O)c2c1OC,2.0,0,0,4,-1,9,0,-3,2
COc1ccc(NC(=S)NCc2cccs2)cc1OC,-1.1,1,0,0,1,-1,12,-1,-4
Cc1cc(F)ccc1S(=O)(=O)N1CCCOC1CNC(=O)C(=O)NC1CCCC1 (centres undefined),-0.8,1,9,-4,-1,4,11,-5,3
Cc1ccc(CS(=O)(=O)CC(C)(O)c2ccc(Cl)cc2)cc1 (centres undefined),0.7,-10,0,10,-9,-11,8,2,-3
Cc1ccc(/C=C2\SC(=S)N(CCCC(=O)Nc3nccs3)C2=O)cc1,-0.5,-3,2,-6,0,3,-6,-1,3
CC(C)(C)NC(=O)c1ccc(NC(=O)C2COc3ccccc3O2)cc1 (centres undefined),-1.9,101,1,2,-3,-3,7,-6,14
O=C(c1ccc(N2CCCC2=O)cc1)N1CCN(c2ccccc2F)CC1,1.1,-13,4,0,-2,0,7,2,11
CCOc1cc(/C=N/NC(N)=O)cc(Br)c1OCc1ccccc1,4.4,1,0,-2,8,-1,-13,4,-3
CCc1cc(C(=O)Nc2ncccc2O)sc1C,0.9,5,2,-7,0,7,10,-2,-2
CC(C)c1ccc(C2C3=C(COC3=O)Nc3cc4c(cc32)OCO4)cc1 (centres undefined),-1.4,-21,4,5,5,7,22,1,6
CC(=O)c1c(C)nn(CC(=O)NC2CCCN(Cc3ccc(CC(C)C)cc3)C2)c1C (centres undefined),4.1,7,0,-2,0,0,7,5,8
COc1ccc(NC(=O)C2CCCCN2S(=O)(=O)c2ccc(F)cc2)cc1 (centres undefined),0.8,3,0,1,-1,13,-31,-3,-4
Cc1ccc(-c2ccccc2[C@@H]2C[C@H]3CN(C)C(=O)[C@]34CCCN24)o1,1.2,-9,0,3,-1,9,6,1,-2
NS(=O)(=O)c1ccc(N=Nc2c(-c3ccccc3)[nH]n(-c3nc(-c4ccccc4)cs3)c2=O)cc1,1.6,32,2,46*,1,-2,-21,-1,-4
